# Source: PubChem (several laboratories)
# Dynein cargo inh = inhibitors of GR-EGFP nuclear translocation, primary screen, dynein cargo transport inhibitor project, imaging, high-content, 3617.4 mouse cells | test concentration mostly 20 µM; stimulated with dexamethasone, 1 µM; stronger effect = lower value | z-score, hits read low | hit rate 0.47% among 220,000 | AID 1381, 2008;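 active means plate z-score of nuclear minus cytoplasmic receptor signal below a set negative limit, without overly bright fluorescence or cell loss, cut at about -3.5 in these data, passing the limit was not always enough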;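 further: z-score of nuclear minus cytoplasmic ring GR-EGFP intensity difference per well; some compounds called inactive have numbers as strong as hits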
#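 medium = tetracycline-free induction medium containing charcoal-stripped FBS | probe or stimulus = dexamethasone, 1.0 µM final | timing = 48 h induction, then 1 h compound, then 30 min agonist, 37 °C | detection = automated 10x imaging of fixed Hoechst-stained cells | read-out basis = nuclear versus cytoplasmic GR-EGFP signal, averaged per well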
# Lipid droplet = inhibitors of hepatocyte lipid droplet formation, primary screen, imaging, high-throughput imaging, BODIPY stain | AML12 mouse hepatocytes, oleate lipid droplets | hit rate 0.4% among 240,000 | AID 1656, 2009 | inhibition, % at 6.5 µM;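 active means lipid droplet intensity inhibited by at least 50%, with more than 500 cells counted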
#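 material = mouse AML12 hepatocyte cell line, fixed after treatment | also added = 100 µM oleic acid challenge | doses = compound at 6.5 µM only | schedule = overnight exposure | technique = Image-based BODIPY and DAPI two-channel analysis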
# XIAP antagonists = XIAP antagonists, biochemical, IAP family, fluorescence polarization (AID 1018). hit rate 0.007% among 200,000. E3 ubiquitin-protein ligase XIAP (Homo sapiens). XIAP BIR domain, fluorescence polarization peptide displacement; higher % means a stronger effect. displacement, % at 20 µM, or IC50 in µM where a hit was titrated; in the data active means displacement above about 50%; further: a part of the inactive calls stands beside numbers as strong as those of hits
# b-catenin transl = modulators of beta-catenin nuclear translocation, primary screen, imaging, HeLa cells, immunofluorescence, high-content; nuclear translocation activity, % at 5 µM; hit rate 0.3% among 190,000; AID 1665, 2009;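 active means nuclear translocation activity above 50% at 5 µM, with a well cell count of 50 or more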;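 further: per-cell ratio of nuclear to cytoplasmic median beta-catenin stain intensity; plate controls were DMSO negative control for no effect and GSK-3 inhibitor IX positive control for full effect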
#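 System: Human HeLa cells, endogenous beta-catenin | Compound dosing: 5 µM primary, 0.02–20 µM confirmation | Timing: 24 h compound exposure at 37°C, 5% CO2 | Measured by: Fluorescence imaging of beta-catenin antibody stain plus DAPI | Read-out basis: % activation of per-cell nuclear versus cytoplasmic median beta-catenin signal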
# WT yeast gro inh = growth inhibition of WT strain, primary screen, mitochondrial fusion inhibitor project, WT and mutant strains, chemical genetic | mitochondrial fusion phenotypic screen | inhibition, % at 10 µM | hit rate 2.1% among 190,000; in the data active means inhibition above about 58%; tested in S. cerevisiae
# MT stabilize HCS = microtubule stabilizers in HeLa cells, primary screen, imaging, high-content imaging | HeLa tubulin immunostaining HCS, 24 h; share of cells brighter than vehicle mean+2SD | % tubulin-high responders, % at 10 µM | hit rate 0.83% among 200,000 | AID 2205, 2009;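 active means plate Z-score above 3 for both tubulin-high and condensed-nucleus cell shares, with cell loss under 80%, at 10 µM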;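 further: anti alpha tubulin signal scored within the nucleus-defined area of each cell; some results filed as inactive read as strong as hits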
# Ins promoter up = insulin promoter activators in MIN6 cells, imaging, high-content screening, mouse beta cells | z-score at 5 µM | AID 1625, 2009 | hit rate 0.3% among 190,000 | MIN6 insulin promoter-GFP reporter; stronger effect = higher value;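 active means z-score above 3 at 5 µM with at least 500 cells counted in the well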
# Autophagy HCS = autophagy modulators in MEF cells, primary screen, imaging, high-content, MEF GFP-LC3 | MEF GFP-LC3 puncta imaging; test concentration mostly 10 µM | calls only at 10 µM (by protocol) | hit rate 0.98% among 190,000;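 active means percentage of spot-positive cells more than 3 SD above its plate mean, without a fluorescence outlier flag or 80% toxicity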;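 further: spot-positive cell cutoff set from DMSO-treated cells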
# CSM14.1 death rescue = rescue of cells from ER stress-induced death, primary screen, 384-well, CSM14.1, thapsigargin, ATP luminescence (AID 1222) | CSM14.1 thapsigargin-induced death rescue, ATP luminescence; higher % means a stronger effect | one-dose cellular ATP content (survival), % at 20 µM; EC50 in µM for titrated hits | 190,000 tested, under 10 active;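 active means EC50 below 50 µM in the dose-response confirmation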;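 further: death triggered by thapsigargin at about 15 µM added after 2 h compound pretreatment; cell ATP read after overnight thapsigargin exposure of roughly 18 to 22 hours; normalized against plate controls of thapsigargin alone and 5% DMSO vehicle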
# WT yeast gro inh mutant strain = recorded beside WT yeast gro inh, whose call it bears; inhibition, %; mitochondrial fusion phenotypic screen, mutant strain inhibition
# Dynein cargo inh cytoplasmic EGFP = recorded beside Dynein cargo inh, whose call it bears; z-score; measured here: cytoplasmic GR-EGFP intensity; stronger effect = higher value
# Dynein cargo inh nuclear GR-EGFP = further read-out of Dynein cargo inh, marked with its call; z-score; measured here: nuclear GR-EGFP intensity;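 lower value marks the stronger effect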
# Dynein cargo inh cell count = also measured in Dynein cargo inh; calls as there; z-score; measured here: cell count per field
# Ins promoter up cell count = also measured in Ins promoter up; calls as there; cell count; measured here: cytotoxicity, nuclei count;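 total cells summed across four imaged fields per well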
# Lipid droplet cells 6.5 µM = also measured in Lipid droplet; calls as there; cell count; measured here: cell count, cytotoxicity flag;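 cells counted across two imaged fields per well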
# b-catenin transl cell count 5 µM = recorded beside b-catenin transl, whose call it bears; cell count; measured here: cell count, cytotoxicity flag
# MT stabilize HCS Hoechst-high % = also measured in MT stabilize HCS; calls as there; % Hoechst-high responders; measured here: nuclear condensation Hoechst responders;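 share of cells brighter than vehicle mean plus two SD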
# MT stabilize HCS cytotoxicity % = second read-out of MT stabilize HCS, no call of its own (marks repeat the call); toxicity, %; measured here: cytotoxicity by cell density;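 0% = mean cell density of plate MIN control wells and 100% = no cells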
# Autophagy HCS cell loss 18 h = also measured in Autophagy HCS; calls as there; toxicity, %; measured here: cell loss, nuclei count;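 cell loss after 18 h compound exposure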
# * = called active by the depositor; i = inactive; . = no result given.
SMILES,Dynein cargo inh,Dynein cargo inh cytoplasmic EGFP,Dynein cargo inh nuclear GR-EGFP,Dynein cargo inh cell count,Lipid droplet,Lipid droplet cells 6.5 µM,XIAP antagonists,b-catenin transl,b-catenin transl cell count 5 µM,WT yeast gro inh,WT yeast gro inh mutant strain,MT stabilize HCS,MT stabilize HCS Hoechst-high %,MT stabilize HCS cytotoxicity %,Ins promoter up,Ins promoter up cell count,Autophagy HCS,Autophagy HCS cell loss 18 h,CSM14.1 death rescue
Cc1cc(Cl)c(S(=O)(=O)N2CCSCC2)cc1OCC(=O)NC1CCCCC1,-0.95,-0.2,-0.31,-0.099,6,815,-4.5%,.,.,34,31,2.5,2.9,6.9,.,.,i,17,-1.0%
CCOc1ccc(NC(=O)COC(=O)c2ccc3c(c2)C(=O)N(CCc2ccccc2)C3=O)cc1,2.5,-0.05,1.5,-1.4,24,629,-12%,-1.0,967,11,0,3.9,2.1,2.9,0.53,1294,i,15,-1.1%
OC(COCc1cccs1)CN1CCN(c2ccccc2Cl)CC1 (stereo not drawn),0.2,-0.26,-0.078,-0.31,-15,739,-7.8%,1.2,1131,-9,-6,5.1,2.5,3.3,-0.52,1545,i,-8,-1.3%
O=C(Nc1ccccc1)/C(=C1\CCCN1)[N+](=O)[O-],-0.42,-0.12,-0.3,-1,-3,689,-2.6%,-3.6,1126,13,14,2.0,2.7,7.1,0.21,1370,i,19,-0.2%
Cc1ccc(C(=O)O)c(C(=O)Nc2nc(C)cs2)c1,-0.043,-0.33,0.32,-0.092,.,.,-3.0%,-5.4,946,-14,-2,5.1,1.8,15,0.62,1463,i,-17,-1.1%
Cc1nnc(NC(=O)c2cccc(F)c2)s1,-0.84,3.8,0.39,0.059,.,.,-3.0%,1.1,1220,-5,-5,0.9,1.4,12,-0.03,1561,i,-4,-1.1%
COc1ccc(OC)c(/C=C/C(=O)N2C(=O)c3cccc(N)c3C2=O)c1,0.21,-0.084,0.074,-0.38,-21,660,-3.2%,.,.,3,10,2.3,2.8,4.0,-0.76,1430,i,4,-0.6%
CC(C)(C)/C(O)=C(/C#N)c1nc2ccccc2[nH]1,0.38,-0.06,0.54,-0.024,-2,795,-2.9%,.,.,3,21,1.1,1.5,7.8,-0.16,876,i,4,-0.9%
COc1cccc(NC(=O)CN(C)C(C)C(=O)Nc2cc([N+](=O)[O-])ccc2Cl)c1 (stereo not drawn),1.8,-0.21,1.2,-0.48,4,674,-7.2%,0.2,1083,1,0,7.4,2.2,8.2,0.1,1122,i,12,1.1%
CCN1CCCC1CNC(=O)C(=O)Nc1ccc(OC)cc1 (stereo not drawn),1.9,-0.11,1.8,-1.7,.,.,-0.7%,1.9,1397,56,1,3.6,2.1,7.7,0.09,1500,i,-35,-0.5%
COC(=O)C1CSC(c2ccc(Cl)cc2)N1C(=O)c1ccccc1 (stereo not drawn),0.75,-0.28,0.51,-0.02,-1,598,-6.8%,0.3,1359,50,36,1.7,1.7,5.4,0.76,1477,i,9,-1.9%
OC(COc1ccccc1)CN1CCOCC1 (stereo not drawn),-0.5,-0.21,-0.21,0.61,-7,764,-9.5%,-2.2,1180,-16,9,4.0,2.9,3.5,0.36,1246,i,30,0.5%
CC(Oc1ccc(Cl)cc1Cl)C(=O)Nc1cccc(O)c1 (stereo not drawn),0.98,-0.33,0.73,0.13,-17,699,0.8%,0.6,1530,44,50,5.4,3.9,11,-0.4,1365,i,18,-0.9%
Cc1nc[nH]c(=O)c1Br,-0.0053,-0.3,-0.35,0.33,10,715,-5.0%,0.4,466,-8,-6,8.1,2.0,7.0,0.58,1219,i,1,-0.3%
COc1cccc(C(O)CC(N)=O)c1 (stereo not drawn),-0.73,-0.14,-0.47,0.97,.,.,-1.8%,-2.7,860,5,3,2.6,0.9,3.6,1.1,1102,i,-6,-2.6%
CSc1nnc(-c2ccccc2N=Cc2c(C)[nH]n(-c3ccccc3)c2=O)c(=O)[nH]1,4.3,-0.12,2.5,-2.1,.,.,-2.8%,1.0,1261,1,-7,2.7,1.1,5.2,-0.3,1563,i,0,-1.8%
COc1ccc(CNC(=O)CCSc2nc(-c3ccc4c(c3)OCO4)cc(C(F)(F)F)n2)cc1,-0.52,-0.24,-0.22,0.52,8,728,-9.1%,-0.4,1136,-13,-8,3.8,2.5,7.6,-0.1,1154,i,3,-1.8%
CCOc1ccc(NC(=O)c2ccccc2OCC(=O)c2ccc(C)cc2)cc1,1.1,-0.18,0.79,-1.4,-3,785,-1.9%,4.2,1112,3,-8,1.6,1.9,5.6,0.4,735,i,-12,0.8%
CCOC(=O)N1CCN(c2ncnc3nc[nH]c23)CC1,1.5,-0.15,1.1,-0.78,16,654,1.4%,-2.2,1146,4,4,2.0,1.9,10,0.02,1818,i,-12,.
Cc1ccccc1Nc1nc(N)nc(CSCc2c(C)noc2C)n1,0.63,-0.3,0.48,0.98,-15,635,-1.7%,2.0,962,6,2,1.8,1.9,9.9,-0.9,1653,i,-8,-1.6%
CC(=O)N1c2ccccc2C(C)CC12CCCCC2 (stereo not drawn),-0.12,-0.28,0.035,-0.013,-40,718,-4.0%,1.3,1129,3,-10,5.3,1.8,7.0,.,.,i,5,-0.4%
O=C(O)/C=C\C(=O)Nc1ccccc1C#Cc1ccccc1,-0.58,-0.21,-0.69,0.28,3,609,-1.0%,0.3,1098,-4,15,1.6,2.6,6.7,-0.4,1880,i,-4,-0.1%
O=C(NNc1c2ccccc2nc2ccccc12)c1ccc(O)cc1O,-0.87,-0.18,-0.25,0.41,.,.,11%,-0.6,1423,1,14,3.0,1.4,2.6,-0.26,1330,i,-6,-2.7%
Cc1cc(Br)cc2c1NC(=O)C2(O)CC(=O)c1ccco1 (stereo not drawn),-0.69,-0.25,0.27,-0.11,0,679,-1.2%,-4.2,875,8,3,2.3,1.5,2.3,.,.,i,-11,0.3%
CS(=O)(=O)Cc1cc(N2CCCC2)nc(-c2ccccc2)n1,-0.66,-0.31,0.092,1.5,-19,737,-2.7%,0.4,1043,2,9,5.3,2.8,10,-0.82,1112,i,17,-0.2%
# More entries
SMILES,Dynein cargo inh,Dynein cargo inh cytoplasmic EGFP,Dynein cargo inh nuclear GR-EGFP,Dynein cargo inh cell count,Lipid droplet,Lipid droplet cells 6.5 µM,XIAP antagonists,b-catenin transl,b-catenin transl cell count 5 µM,WT yeast gro inh,WT yeast gro inh mutant strain,MT stabilize HCS,MT stabilize HCS Hoechst-high %,MT stabilize HCS cytotoxicity %,Ins promoter up,Ins promoter up cell count,Autophagy HCS,Autophagy HCS cell loss 18 h,CSM14.1 death rescue
COC(=O)C1(C#N)C(c2ccccc2)C1(C(=O)OC)C(=O)OC (stereo not drawn),-0.19,-0.22,-0.16,0.47,.,.,-7.8%,.,.,-6,-3,2.2,1.1,8.5,0.41,1024,i,-4,-1.6%
Cc1ccc(S(=O)(=O)N2CCC(NC(=O)c3ccccc3)CC2)cc1,-0.31,-0.22,0.11,0.82,4,742,-11%,-1.0,1057,-8,-15,3.2,1.0,5.2,0.53,1482,i,13,-1.3%
Cc1ccc(S(=O)(=O)N(C)Cc2ccc(C(=O)N/N=C/c3ccc(OC(F)F)cc3)cc2)cc1,1.6,-0.17,0.5,-1.4,-18,693,-7.6%,-0.8,1012,12,8,3.8,1.5,2.5,-0.03,1345,i,9,0.6%
N#C/C(=N\Nc1cccc(F)c1)C(=N)N1CCCCCC1,0.58,-0.28,0.46,-0.43,10,714,-4.5%,-3.0,1116,-2,0,2.9,1.6,2.2,0.22,1274,i,6,.
CSc1nsc(SC)c1NC(=O)OC1CCCCC1,0.69,-0.22,0.65,-0.53,-26,767,-5.5%,-4.6,1234,16,2,1.4,1.8,7.5,0.8,1291,i,9,-2.8%
CCc1nnc(NS(=O)(=O)c2ccc(NC(=O)/C=C/c3ccc(OC)cc3OC)cc2)s1,0.33,-0.25,0.17,0.34,10,636,-4.7%,-0.1,531,6,2,1.5,3.2,7.1,-0.04,1367,i,4,-0.7%
O=[N+]([O-])c1ncn(Cc2ccccc2Cl)n1,-0.33,-0.21,-0.52,0.63,18,599,-9.7%,-3.7,555,-8,-4,6.4,3.0,6.2,0.03,1316,i,12,0.5%
COc1cccc(CNCCO)c1OCc1ccccc1,-0.47,-0.31,-0.23,0.23,-1,740,-5.4%,0.1,1539,-14,6,4.5,2.0,7.4,0.78,1399,i,4,-0.9%

# Shown tab-delimited: entries from further up.
Molecule	Dynein cargo inh	Dynein cargo inh cytoplasmic EGFP	Dynein cargo inh nuclear GR-EGFP	Dynein cargo inh cell count	Lipid droplet	Lipid droplet cells 6.5 µM	XIAP antagonists	b-catenin transl	b-catenin transl cell count 5 µM	WT yeast gro inh	WT yeast gro inh mutant strain	MT stabilize HCS	MT stabilize HCS Hoechst-high %	MT stabilize HCS cytotoxicity %	Ins promoter up	Ins promoter up cell count	Autophagy HCS	Autophagy HCS cell loss 18 h	CSM14.1 death rescue
Cc1nnc(NC(=O)c2cccc(F)c2)s1	-0.84	3.8	0.39	0.059	.	.	-3.0%	1.1	1220	-5	-5	0.9	1.4	12	-0.03	1561	i	-4	-1.1%
O=C(NNc1c2ccccc2nc2ccccc12)c1ccc(O)cc1O	-0.87	-0.18	-0.25	0.41	.	.	11%	-0.6	1423	1	14	3.0	1.4	2.6	-0.26	1330	i	-6	-2.7%
